Ecoli WT expand = E. coli BW25113 growth inhibition, expanded screen. 98,000 compounds, 0.15% hits. AID 710. growth inhibition, % at 100 µM. OD600 absorbance;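 active = growth inhibition above about 50% at one test dose, limit read from the data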;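 note: growth measured after 20 h incubation at 37 °C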
LYP act = LYP (human) phosphatase activation | 96,000 compounds, 0.11% hits | AID 697 | recombinant LYP, DiFMUP fluorescence; 0 = plate median, 100 = signal doubled | Q9Y2R2 | activation, % at 2 µM;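 active = activation at 2 µM above a set limit, the mean plus 5 SD, cut at about 37% in these data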
Target sequence (Q9Y2R2 whole entry, looked up): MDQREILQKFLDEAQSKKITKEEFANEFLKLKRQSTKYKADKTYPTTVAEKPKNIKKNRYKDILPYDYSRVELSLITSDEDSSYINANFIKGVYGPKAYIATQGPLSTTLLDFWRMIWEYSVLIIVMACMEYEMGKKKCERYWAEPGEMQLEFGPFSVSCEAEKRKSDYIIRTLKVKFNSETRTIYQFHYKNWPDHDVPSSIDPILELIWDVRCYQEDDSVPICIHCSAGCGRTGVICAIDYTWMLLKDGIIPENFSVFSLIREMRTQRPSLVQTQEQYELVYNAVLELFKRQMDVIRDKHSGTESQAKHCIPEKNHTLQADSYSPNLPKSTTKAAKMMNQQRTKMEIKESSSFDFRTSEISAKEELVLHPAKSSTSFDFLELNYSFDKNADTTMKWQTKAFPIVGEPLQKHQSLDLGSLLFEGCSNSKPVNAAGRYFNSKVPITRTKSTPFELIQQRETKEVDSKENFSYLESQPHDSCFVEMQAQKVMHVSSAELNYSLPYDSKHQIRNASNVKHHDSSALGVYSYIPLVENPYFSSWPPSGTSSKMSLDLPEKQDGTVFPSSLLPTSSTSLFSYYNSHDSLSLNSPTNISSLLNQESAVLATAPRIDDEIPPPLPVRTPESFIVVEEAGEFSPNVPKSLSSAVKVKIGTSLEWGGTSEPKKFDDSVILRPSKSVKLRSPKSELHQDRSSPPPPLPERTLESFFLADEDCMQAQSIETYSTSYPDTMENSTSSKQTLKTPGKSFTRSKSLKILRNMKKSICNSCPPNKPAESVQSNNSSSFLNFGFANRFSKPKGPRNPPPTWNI
hDAT+cocaine = human DAT dopamine uptake with cocaine, either direction | AID 449768 | LLC-PK1 hDAT cells, [14C]-dopamine uptake with cocaine IC80; actives deviate in either direction | B-score at 10 µM | 110,000 compounds, 1.3% hits | Q01959;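 active = Z score or B-score, a plate-position-corrected score, falls beyond the plate's 99.7% confidence bounds, in either direction; inactive = both scores lie inside the 99.7% bounds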;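 note: scored against the spread of the other compound wells on the same plate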
CYP2C9 inhib = inhibitors of human CYP2C9. CYP2C9 Supersomes, luciferin-H conversion, luminescence. 96,000 compounds, 20% hits. AID 777. P11712. inhibition, % at 5 µM;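 active = blocking of liver enzyme CYP2C9 beyond about 50% at 5 µM, limit read from the data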; note: values of inactives mirror those of a sister screen read the other way
PTPN22 inh 2 = blocks human PTPN22 phosphatase activity. 96,000 compounds, 0.21% hits. Q9Y2R2. recombinant LYP catalytic domain, DiFMUP fluorescence. inhibition, % at 2 µM;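 active = inhibition at 2 µM at or above a set limit, the screen mean plus 3 SD, cut at about 24% in these data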;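 note: 0% = DMSO with enzyme and 100% = enzyme fully blocked by orthovanadate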
CYP2C9 act = increases human cytochrome P450 2C9 activity; recombinant CYP2C9, luciferin-H conversion, luminescence; hits give high values; factor 1 = untreated enzyme, 0 = blocked; activation factor at 5 µM; 96,000 compounds, 1.4% hits; AID 1024;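 active = activation factor of 2 or more for CYP2C9 at a 5 µM dose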;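 note: 0 = sulfaphenazole-blocked wells and 1 = vehicle-only wells; values of inactives mirror those of a sister screen read the other way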
PostGolgi yeast = growth inhibition of a yeast mutant, post-Golgi transport screen | 98,000 compounds, 0.9% hits | inhibition, % at 10 µM | post-Golgi transport phenotypic cell assay;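 note: yeast cells grown in 1536-well plates; yeast grown about 18 h at 30C before absorbance read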
Pyk2 oligo antag = antagonists of human Pyk2 oligomerization; Q293 cells, Pyk2 FERM NanoBiT luminescence; hits give low values; Q14289; 99,000 compounds, 0.83% hits; AID 1347419; z-score (the deposit names both 25 µM and 10 µM);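 active = Z-score of -3 or lower, scaled per plate to the spread of control and sample wells; inactive = z-score above -3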;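 note: negative z-score means lost luminescence so less FERM oligomerization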
PostGolgi ctrl = growth of the yeast control strain, post-Golgi counter-screen; efflux-deficient yeast background strain, growth absorbance A615, 16 h; inhibition, % at 10 µM; 98,000 compounds, 5% hits; AID 738
The depositor's hits bear a star; . = not tested or not shown. Cut-off read from the data, not from the text of the source, unless noted: active = inhibition above about 30%; inactive = the rest. A portion of the library; the hit share may differ from the screen's.

SMILES	Ecoli WT expand	LYP act	hDAT+cocaine	CYP2C9 inhib	PTPN22 inh 2	CYP2C9 act	PostGolgi yeast	Pyk2 oligo antag	PostGolgi ctrl
c1cncc(CNC2=NCCC2)c1	1.0	1.9	0.429	-10.2	-3.1	1.1	-10.0	0.73	3.6
CN1CSC(=S)N(C)C1	-1.0	-9.8	-0.653	9.4	13.0	0.9	21.1	0.76	-0.3
O=P(NS(=O)(=O)c1ccc(Cl)cc1)(Oc1ccccc1)Oc1ccccc1	.	-0.4	0.236	.	-2.7	.	.	-0.85	.
O=C1CN=C(c2ccccc2)c2oc3ccc(Br)cc3c2N1	-8.0	9.7	1.64	11.8	-10.8	0.9	25.6	-1.68	4.2
NC1=Nc2ccccc2Oc2ccccc21	28.0	22.0	.	7.4	-20.1	0.9	-3.1	-0.59	0.3
C=CCN1C(=O)NC(=O)C(Cc2ccc(OC)c(OC)c2)C1=O (configuration not stated)	-4.0	-4.2	-0.264	-10.0	-0.1	1.1	3.6	2.35	9.4
Cc1cc(/C=C2/C(=O)NC(=O)N(c3ccccc3)C2=O)c(C)n1-c1ccc(F)cc1	.	-6.7	-0.666	.	9.2	.	.	0.44	.
CCCCN=Cc1c(O)n(-c2c(C)cc(C)cc2C)c(=O)[nH]c1=O	3.0	2.9	0.0103	-14.8	-4.5	1.1	10.1	-0.4	10.9
O=C(Nc1ccccc1OC(=O)N1CCCCC1)N1CCCCC1	-1.0	-4.2	-1.61	-6.3	0.3	1.1	7.8	1.08	16.9
COc1ccc(C(=O)CC2C(=O)N(C)C(=O)N(C)C2=O)cc1	-4.0	5.1	0.19	.	-9.6	.	-0.2	0.24	6.2

Full records, quoted from the list. Values in the order: Ecoli WT expand, LYP act, hDAT+cocaine, CYP2C9 inhib, PTPN22 inh 2, CYP2C9 act, PostGolgi yeast, Pyk2 oligo antag, PostGolgi ctrl
c1cncc(CNC2=NCCC2)c1 is listed with 1.0, 1.9, 0.429, -10.2, -3.1, 1.1, -10.0, 0.73, 3.6
COc1ccc(C(=O)CC2C(=O)N(C)C(=O)N(C)C2=O)cc1 is listed with -4.0, 5.1, 0.19, ., -9.6, ., -0.2, 0.24, 6.2

Other results
SMILES	Ecoli WT expand	LYP act	hDAT+cocaine	CYP2C9 inhib	PTPN22 inh 2	CYP2C9 act	PostGolgi yeast	Pyk2 oligo antag	PostGolgi ctrl
CCCCCCC(N)CC(=O)O (configuration not stated)	3.0	-1.2	0.471	0.7	5.1	1	12.6	0.64	5.1
Cn1c(O)c(C(=O)c2ccccc2)c(=O)n(C)c1=O	-4.0	3.5	-0.0224	4.0	-4.2	1	-3.8	0.61	3.4
Cc1ccc(N2C(=O)NC(=O)/C(=C/c3ccc(OC(=O)c4cccs4)cc3)C2=O)cc1	2.0	1.3	-0.74	-1.8	-1.7	1	0.8	-0.51	32.0*
Cc1ccc(CN2CCN(CC(=O)N3CCC4(CC3)OCCO4)C2=O)cc1	-6.0	2.1	0.985	21.1	-0.4	0.8	-9.0	0.51	8.9
Oc1ccc(/C=N/NP(=S)(c2ccccc2)c2ccccc2)c(O)c1O	26.0	-11.4	-0.00727	96.5*	12.0	0	-4.6	0.05	5.2
CCC(=NCCCN(CC)CC)c1c(O)n(C2CCCCC2)c(=O)[nH]c1=O	-7.0	1.3	1.52	7.8	-3.9	0.9	-9.8	0.34	6.9
O=C(C1c2ccccc2C(=O)N2CCc3ccccc3C12)N1CCC2(CC1)OCCO2 (configuration not stated)	2.0	0.1	-0.621	5.0	-1.3	0.9	0.8	1.62	-0.4
CN1C(=O)N(C)C(=O)C2(Cc3c(ccc4ccccc34)N(C)C2)C1=O	-2.0	-0.7	1.31	33.9	0.3	0.7	-2.4	-0.56	13.3
COc1ccccc1N1CCN(Cc2c(F)cccc2F)CC1	1.0	0.5	-0.0612	23.2	3.9	0.8	-18.4	-0.52	3.7
CN(C)CP(=O)(O)CN(C)C=O	-4.0	4.5	-0.488	5.5	-6.1	0.9	-1.8	1.33	-6.4
CCn1c(C(=O)N2CCC(C(=O)N3CCC4(CC3)OCCO4)CC2)cc2sccc21	-9.0	2.2	-0.129	-29.0	-5.3	1.3	11.1	-0.03	0.1
CCN1CCN(c2ncnc3ccc(Br)cc23)CC1	9.0	9.7	0.0932	-21.6	-12.9	1.2	-4.0	-0.64	32.2*
C=CCn1c(O)c(C=NCCCOc2ccc(CC)cc2)c(=O)[nH]c1=S	.	-0.3	0.449	.	-0.8	.	.	-0.39	.
CC(=NCCO)c1c(O)n(C2CCCCC2)c(=O)[nH]c1=O	4.0	-9.2	-0.347	5.6	7.9	0.9	-0.2	0.59	-0.1
C=CCn1c(O)c(C(CC)=NCCc2ccccc2)c(=O)[nH]c1=O	7.0	2.4	-0.618	26.1	0.0	0.7	4.4	-0.14	1.8
CC(=NCCCO)c1c(O)n(Cc2ccccc2)c(=O)[nH]c1=O	.	-1.7	-0.416	.	-0.4	.	.	1.1	.
O=C(NC1(C(F)(F)F)Oc2ccc(Cl)cc2O1)N1CCC2(CC1)OCCO2 (configuration not stated)	8.0	9.5	0.213	40.0	-11.1	0.6	-3.1	2.5	-8.2
COc1ccc(-c2nc(CS(=O)CC(=O)N3CCC4(CC3)OCCO4)c(C)o2)cc1 (configuration not stated)	4.0	0.7	-0.604	14.5	-2.3	0.9	4.0	2.12	-1.4
O=C(Nc1cccc2ccccc12)c1nn(C23CC4CC(CC(C4)C2)C3)cc1Br	-23.0	-7.6	0.45	3.4	10.3	1	0.0	-0.12	12.0
COc1cc(/C=N/n2cnnc2)ccc1OC(=O)N(C)C	0.0	-0.2	0.522	33.1	1.1	0.7	-4.9	0.28	8.8
O=C(CN1C(=O)CN=C(c2ccccc2)c2ccccc21)NCc1ccco1	4.0	-1.9	-0.055	-6.7	-3.8	1.1	-1.9	-0.08	7.5
O=C(CCC(=O)N1CCC2(CC1)OCCO2)Nc1nnc(C(F)(F)F)s1	-5.0	-4.7	1.19	39.8	2.0	0.6	-1.4	0.08	5.4
COc1ccc(N2CCN(CCCN)CC2)cc1	.	-2.4	-0.529	.	1.6	.	.	0.45	.
CCOC(=O)C1=C(C)OC(N)=C(C(=O)OC)C12C(=O)Nc1ccc(Br)cc12 (configuration not stated)	-8.0	5.6	-0.658	22.0	-8.2	0.8	-0.8	-0.14	6.6
OCC12COC3c4ccccc4C(OC1)N32 (configuration not stated)	4.0	.	-0.492	-4.6	.	1	-0.8	0.95	15.5
CCN1CCC2(CC1)NC(CO)(CO)CO2	0.0	13.8	0.179	7.5	-11.4	0.9	14.0	0.15	-3.1
Cc1cc(C)n2nc(C)[n+](C)c2n1	-1.0	1.6	-0.839	-9.4	-1.7	1.1	3.1	1.56	23.2
CCOP(=S)(OCC)SCC(=O)NC(C)(CC)C(=O)O (configuration not stated)	1.0	-4.1	-0.614	84.0*	0.3	0.2	-0.7	0.61	-6.6
CC(=O)N1N=C2C3CCN(CC3)C2C1c1ccccc1 (configuration not stated)	6.0	-11.5	-0.102	-14.5	14.5	1.1	15.6	-0.12	-3.1
CC(=NCCN1CCCCC1)c1c(O)n(-c2ccc(Cl)cc2)c(=O)[nH]c1=O	0.0	5.5	-0.168	9.2	-2.0	0.9	-0.5	0.42	4.1
O=c1[nH]c(=O)n(Cc2ccc(F)cc2)c(O)c1C=NCC1CCCO1 (configuration not stated)	4.0	2.1	-0.889	-12.4	-4.6	1.1	0.0	0.01	21.6
COc1ccc(S(=O)(=O)NC(CC(=O)N2CCC3(CC2)OCCO3)c2ccco2)cc1 (configuration not stated)	1.0	7.4	0.22	51.1*	-9.7	0.5	-2.9	0.71	-3.2
O=C(c1ccccc1)c1cn(CC(=O)N2CCCC2)c2ccccc12	-1.0	6.9	-0.701	12.0	-7.8	0.9	-1.2	.	-10.9
CN(CC1COc2ccccc2O1)c1nc(-c2cccnc2)nc2ccccc12 (configuration not stated)	4.0	-12.1	0.252	.	10.8	.	5.8	-1.89	69.6*
Cc1ccc(N2C(=O)NC(=O)C3(Cc4ccccc4N4CCN(c5ccccc5)CC43)C2=O)cc1 (configuration not stated)	-25.0	9.4	0.177	48.1	-8.9	0.5	-2.2	0.4	8.6
CCCCn1c(C)c(C(=O)OCC)c2c(CN3CCOCC3)c(O)ccc21	7.0	11.3	1.02	-6.7	-10.6	1.1	0.5	1.06	7.6
COc1ccc(CCn2c(O)c(C=NCc3ccc4c(c3)OCO4)c(=O)[nH]c2=O)cc1OC	1.0	-4.4	0.0343	29.5	3.1	0.7	-7.4	-0.96	-1.8
CCN(CC)CCCN=Cc1c(O)n(-c2ccccc2F)c(=O)[nH]c1=O	-7.0	5.9	-0.404	-0.8	-6.2	1	2.4	-0.79	-8.7
COc1ccc(N2C(=O)CC(=O)NC2=O)cc1	-2.0	-10.1	0.475	10.9	10.2	0.9	-9.2	-0.27	0.5
CCC(=Nc1ccc2c(c1)CCC2)c1c(O)n(C2CCCCC2)c(=O)[nH]c1=O	-9.0	-5.7	0.023	10.6	4.3	0.9	1.9	0.31	2.3
O=C(NCc1ccc(C(=O)N2CCC3(CC2)OCCO3)cc1)c1cccc(Br)c1	7.0	0.9	-0.428	23.5	1.9	0.8	7.7	-0.47	-1.3
CCC(=NCCO)c1c(O)n(-c2ccc(Cl)cc2)c(=O)[nH]c1=O	-4.0	8.4	0.000608	-12.1	-11.4	1.1	-4.2	1.46	6.9
O=C(COc1ccccc1)N1CCN(CC2CC3C=CC2C3)CC1 (configuration not stated)	-8.0	-2.6	0.875	.	5.1	.	-1.1	1.2	0.6
CCCCCCCSc1cc(OC)c(CCN(C)C)cc1OC	67.0*	-6.2	0.0347	-1.0	9.8	1	4.0	0.06	84.1*
CC(NC(=O)Oc1ccccc1)C(c1cccs1)N1CCOCC1 (configuration not stated)	.	-4.5	1.1	.	-1.0	.	.	0.48	.
OC(c1ccc(F)cc1)(c1ccc(F)cc1)[C@@H]1CCCN1	10.0	2.0	-3.23	6.1	2.0	0.9	-3.3	0.24	-1.2
O=c1c(C=NCc2cccs2)c(O)n(C2CCCCC2)c(=O)n1C1CCCCC1	24.0	-14.3	1.17	29.6	16.1	0.7	3.6	-1.87	7.3
Nc1c(C(=O)NCc2ccco2)c2nc3ccccc3nc2n1CCN1CCOCC1	2.0	-6.7	2.75	61.2*	7.0	0.4	-8.5	0.39	13.0
CC1(C)NCCN2C(=O)CSC21 (configuration not stated)	3.0	-2.6	0.639	-7.4	2.5	1.1	-1.4	0.54	-2.3
CN(C)C(=O)Oc1c(Cl)cc(Cl)c2ccccc12	1.0	0.3	0.636	-210.4	1.8	3.1*	-7.8	-0.87	26.4

Carrying on:
SMILES	Ecoli WT expand	LYP act	hDAT+cocaine	CYP2C9 inhib	PTPN22 inh 2	CYP2C9 act	PostGolgi yeast	Pyk2 oligo antag	PostGolgi ctrl
Nc1c(C(=O)NCc2ccco2)c2nc3ccccc3nc2n1Cc1ccc(F)cc1	-6.0	-12.8	-0.229	28.1	13.4	0.7	8.4	-1.39	10.8
O=C(C1CCN(S(=O)(=O)c2ccccc2)CC1)N1CCC2(CC1)OCCO2	1.0	3.1	-0.842	11.3	-5.8	0.9	5.3	-0.3	1.5
CCN1c2nc3c(C)cccn3c(=O)c2CC2(C(=O)N(C)C(=O)N(C)C2=O)C1C (configuration not stated)	-1.0	4.4	0.072	-8.4	-6.2	1.1	-4.4	-0.04	3.7
CCOP(=O)(OCC)C(NC(=O)C(Cl)Cl)C(Cl)(Cl)Cl (configuration not stated)	-2.0	4.3	-1.28	11.6	-1.6	0.9	-3.6	0.86	11.3
NC(=O)CN1CC(c2ccccc2)CC1=O (configuration not stated)	2.0	-1.0	-0.691	-16.7	-2.0	1.2	-0.2	0.1	-2.1
CCOC(=O)C1=C(N)OC(C)=C(C(=O)OCCOC)C12C(=O)Nc1ccccc12 (configuration not stated)	-6.0	2.6	-1.97	17.3	-10.5	0.8	-3.0	0.19	3.2
COc1ccc2nc(NC(=O)CCc3nc(C4=CCN(C)CC4)no3)sc2c1	5.0	.	1.61	75.3*	.	0.2	2.9	.	0.9
